High-throughput results: PubChem, several laboratories
P. falciparum M17LAP = P. falciparum M17LAP inhibitors, primary screen, biochemical, fluorogenic H-Leu-NHMec substrate, 1536-well (AID 1619); recombinant M17LAP, H-Leu-NHMec fluorogenic kinetic assay; higher % means a stronger effect; one-dose inhibition, % at 30 µM; IC50 in µM for titrated hits; hit rate 0.38% among 220,000;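 active means compound inhibiting the enzyme by more than half at any dose during confirmatory dose-response retesting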;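 further: plate controls were full reaction with DMSO carrier for no effect and no enzyme background for full effect; strong numbers were not always called active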
M1AAP inhibition = malaria alanyl aminopeptidase activity blockers – biochemical, fluorogenic H-Leu-NHMec substrate, 1536-well (AID 1445). recombinant M1AAP, H-Leu-NHMec fluorogenic kinetic assay; higher % means a stronger effect. inhibition, % at 30 µM; hits with a dose series show IC50 in µM. hit rate 0.42% among 220,000;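 active means primary inhibition above the hit cutoff, then over 50% inhibition at one or more dose response concentrations, cut at about 23% in these data, passing the limit was not always enough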;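 further: plate controls were DMSO full reaction for no effect and no enzyme background for full effect; strong numbers were not always called active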
ER stress rescue = protection against thapsigargin-triggered cell killing – 384-well, CSM14.1, ATP luminescence, primary screen (AID 1222). CSM14.1 thapsigargin-induced death rescue, ATP luminescence; higher % means a stronger effect. cellular ATP content (survival), % at 20 µM, or EC50 in µM where a hit was titrated. 190,000 tested, under 10 active;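 active means EC50 below 50 µM in the dose-response confirmation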;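 further: death triggered by thapsigargin at about 15 µM added after 2 h compound pretreatment; cell ATP read after overnight thapsigargin exposure of roughly 18 to 22 hours; normalized against plate controls of thapsigargin alone and 5% DMSO vehicle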
XIAP displacement = XIAP antagonists, biochemical, IAP family, fluorescence polarization (AID 1018). displacement, % at 20 µM; hits with a dose series show IC50 in µM. hit rate 0.007% among 200,000. XIAP BIR domain, fluorescence polarization peptide displacement; higher % means a stronger effect; in the data active means displacement above about 50%; further: a part of the inactive calls stands beside numbers as strong as those of hits
Myeloid diff MLP = promotes myeloid progenitor differentiation; ER-HoxA9 myeloid progenitors, lysozyme-GFP differentiation, flow cytometry; hit rate 1% among 360,000; calls only at 10 µM;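 active means normalized GFP-positive differentiation at or above the plate's own cutoff, the solvent-only control mean plus 3 SD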;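 further: cells exposed to compound for four days before flow analysis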
TNAP activators = stimulation of alkaline phosphatase TNAP activity – biochemical, luminescent, no phosphate acceptor, uHTS, primary screen (AID 1001); activation fold at 20 µM, or EC50 in µM where a hit was titrated; hit rate 0.03% among 200,000; purified TNAP, luminescent activation assay, no phosphate acceptor; higher activation fold means a stronger effect; in the data active means activation fold from about 3, or a potency from the dose series; inactive means the rest, 99 in 100 with activation fold below about 1.6; further: many of its hits are not listed in these tables
PMI inhibition = human PMI inhibitors, high substrate, primary screen, biochemical, fluorescence intensity, high mannose 6-phosphate (AID 1220); inhibition, % at 20 µM; hits with a dose series show IC50 in µM; recombinant PMI enzyme, coupled fluorescence intensity; higher % means a stronger effect; hit rate 0.66% among 190,000
LYP inhibition = PTPN22 lymphoid phosphatase activity blockers – biochemical, fluorescence intensity, uHTS (AID 1779); hit rate 0.054% among 290,000; one-dose inhibition, % at 11.5 µM; IC50 in µM for titrated hits; recombinant LYP phosphatase, fluorescence intensity; higher % means a stronger effect;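 further: plate controls were vehicle with enzyme for no effect and no enzyme for full effect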
PMI inhibitors = MPI enzyme activity inhibition – biochemical, fluorescence intensity, coupled assay, primary screen (AID 1209); hit rate 0.42% among 190,000; inhibition, % at 20 µM, or IC50 in µM where a hit was titrated; purified PMI enzyme, coupled fluorescence intensity; higher % means a stronger effect;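 further: plate controls were DMSO vehicle for no effect and wells lacking substrate for full effect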
Myeloid diff MLP GFP+ MAC1+ % = second read-out of Myeloid diff MLP, no call of its own (marks repeat the call); GFP+ MAC1+ double positive, %; measured here: differentiation confirmed by MAC1 staining
Numbers without * were called inactive. Unless noted, no stated cut-off is given here; in the data, active means inhibition above about 50%; inactive means the rest.

Results for CCN1C(=O)CCC(C(=O)O)C1c1ccc(OC)cc1 (stereo not drawn) ?
P. falciparum M17LAP: 1%; M1AAP inhibition: 3%; Myeloid diff MLP: inactive; LYP inhibition: -9%; Myeloid diff MLP GFP+ MAC1+ %: 0.5

How did Cc1ccc(C(=O)C2CCN(CC(=O)Nc3nc(C)cs3)CC2)cc1 do in these assays?
P. falciparum M17LAP: 4%; M1AAP inhibition: 2%; ER stress rescue: 1.5%; XIAP displacement: -2.6%; Myeloid diff MLP: inactive; TNAP activators: 1; PMI inhibition: 13%; LYP inhibition: -10%; PMI inhibitors: 7%; Myeloid diff MLP GFP+ MAC1+ %: 6.3

Results for Cc1cc(C)n(/N=C/c2cccc(O)c2)c(=O)c1C(N)=O ?
P. falciparum M17LAP: 4%; M1AAP inhibition: 4%; ER stress rescue: -1.2%; XIAP displacement: -3.2%; Myeloid diff MLP: inactive; TNAP activators: 1.1; PMI inhibition: -2%; LYP inhibition: 3%; PMI inhibitors: 5%; Myeloid diff MLP GFP+ MAC1+ %: 0.8

How did O=c1cc(N2CCC(Cc3ccccc3)CC2)[nH]c(=O)n1C1CCCCC1 do in these assays?
P. falciparum M17LAP: 2%; M1AAP inhibition: 7%; ER stress rescue: -1.2%; XIAP displacement: -5.5%; Myeloid diff MLP: inactive; TNAP activators: 1.1; PMI inhibition: 5%; LYP inhibition: 1%; PMI inhibitors: 1%; Myeloid diff MLP GFP+ MAC1+ %: 0.4

How did CCc1n[nH]c(=S)n1/N=C/c1c[nH]c2ccc(Br)cc12 do in these assays?
P. falciparum M17LAP: -7%; M1AAP inhibition: 18%; ER stress rescue: -0.2%; XIAP displacement: -6.5%; Myeloid diff MLP: inactive; TNAP activators: 1.7; PMI inhibition: 4%; LYP inhibition: 2%; PMI inhibitors: 0%; Myeloid diff MLP GFP+ MAC1+ %: 0.2

Results for O=C(Nc1cc(S(=O)(=O)N2CCOCC2)ccc1Cl)c1cc(=O)c2ccccc2o1 ?
P. falciparum M17LAP: 4%; M1AAP inhibition: 0%; ER stress rescue: -0.7%; XIAP displacement: 0.7%; Myeloid diff MLP: inactive; TNAP activators: 1.1; PMI inhibition: -2%; LYP inhibition: -4%; PMI inhibitors: -1%; Myeloid diff MLP GFP+ MAC1+ %: 0.3

Results for CC1=Nc2cccc3cccc(c23)N1C ?
P. falciparum M17LAP: -1%; M1AAP inhibition: 0%; ER stress rescue: 0.6%; XIAP displacement: -4.1%; Myeloid diff MLP: inactive; TNAP activators: 1.1; LYP inhibition: -8%; PMI inhibitors: 25%; Myeloid diff MLP GFP+ MAC1+ %: 1.5

How did COc1ccc(C(=O)CC(=O)C(=O)NCCc2cccc(C)c2)cc1 do in these assays?
P. falciparum M17LAP: 24%; M1AAP inhibition: -3%; ER stress rescue: -3.4%; XIAP displacement: -10%; Myeloid diff MLP: inactive; TNAP activators: 1.1; PMI inhibition: -14%; LYP inhibition: -11%; PMI inhibitors: -3%; Myeloid diff MLP GFP+ MAC1+ %: 0.2

What do the screens show for `O=C(Nc1cccc([N+](=O)[O-])c1)c1ccc2c(c1)OCCO2`?
P. falciparum M17LAP: 11%; M1AAP inhibition: 2%; ER stress rescue: -5.5%; XIAP displacement: -11%; Myeloid diff MLP: inactive; TNAP activators: 1; PMI inhibition: -1%; LYP inhibition: -2%; PMI inhibitors: -9%; Myeloid diff MLP GFP+ MAC1+ %: 1.4

Results for COc1ccc(CCNC(=O)c2c(O)c3cccc4c3n(c2=O)CC4)cc1 ?
P. falciparum M17LAP: -6%; M1AAP inhibition: -1%; ER stress rescue: 4.1%; XIAP displacement: -4.1%; Myeloid diff MLP: inactive; TNAP activators: 1.1; PMI inhibition: 2%; LYP inhibition: -4%; PMI inhibitors: 1%; Myeloid diff MLP GFP+ MAC1+ %: 0.7

Results for Cc1nc(C)c(C(=O)N(c2ccc(C)c(C)c2)C(C(=O)NCc2ccco2)c2ccccc2)s1 (stereo not drawn) ?
P. falciparum M17LAP: -1%; M1AAP inhibition: 12%; ER stress rescue: -0.1%; XIAP displacement: -10%; Myeloid diff MLP: inactive; TNAP activators: 1.1; PMI inhibition: 6%; LYP inhibition: -8%; PMI inhibitors: 1%; Myeloid diff MLP GFP+ MAC1+ %: 1.9

What do the screens show for `CCOc1ccccc1Nc1nc(-c2sc(NC(=O)c3ccc([N+](=O)[O-])cc3)nc2C)cs1`?
P. falciparum M17LAP: -2%; M1AAP inhibition: 4%; ER stress rescue: 1.1%; XIAP displacement: 1.0%; TNAP activators: 0.9; PMI inhibition: -6%; LYP inhibition: -6%; PMI inhibitors: 5%

Results for O=C(O)C1CCN(C(=O)c2scc3c2OCCO3)CC1 ?
P. falciparum M17LAP: 8%; M1AAP inhibition: 1%; ER stress rescue: -0.2%; XIAP displacement: -8.5%; Myeloid diff MLP: inactive; TNAP activators: 1.1; PMI inhibition: -5%; LYP inhibition: -3%; PMI inhibitors: 0%; Myeloid diff MLP GFP+ MAC1+ %: 2.8

How did Cc1ccc(NS(=O)(=O)c2cc(C(=O)OCC(=O)NCC3CCCO3)ccc2C)cc1 (stereo not drawn) do in these assays?
P. falciparum M17LAP: 7%; M1AAP inhibition: -9%; ER stress rescue: -0.5%; XIAP displacement: -1.3%; Myeloid diff MLP: inactive; TNAP activators: 1.1; PMI inhibition: 13%; LYP inhibition: -1%; PMI inhibitors: 12%; Myeloid diff MLP GFP+ MAC1+ %: 0.4

How did O=C(Nc1ccccc1N1CCCCC1)c1cccc([N+](=O)[O-])c1 do in these assays?
P. falciparum M17LAP: -15%; M1AAP inhibition: -5%; ER stress rescue: -0.9%; XIAP displacement: -5.4%; Myeloid diff MLP: inactive; TNAP activators: 1; PMI inhibition: 7%; LYP inhibition: 1%; PMI inhibitors: 7%; Myeloid diff MLP GFP+ MAC1+ %: 0.0

What do the screens show for `O=C(CNC(=O)C(c1ccccc1)c1ccccc1)OCC(=O)c1cccs1`?
P. falciparum M17LAP: 13%; M1AAP inhibition: 5%; ER stress rescue: -2.3%; XIAP displacement: -10%; Myeloid diff MLP: inactive; TNAP activators: 1.1; PMI inhibition: 6%; LYP inhibition: -5%; PMI inhibitors: 10%; Myeloid diff MLP GFP+ MAC1+ %: 1.3

How did CCOc1ccccc1NC(=O)CCN1CCN(S(=O)(=O)c2ccc(OC)cc2)CC1 do in these assays?
P. falciparum M17LAP: 0%; M1AAP inhibition: 13%; ER stress rescue: -2.4%; XIAP displacement: -6.7%; Myeloid diff MLP: inactive; TNAP activators: 1; PMI inhibition: 4%; LYP inhibition: -6%; PMI inhibitors: 6%; Myeloid diff MLP GFP+ MAC1+ %: 0.9

Results for COc1ccc(/C(N)=C/C(=O)C(C)(C)C)cc1 ?
P. falciparum M17LAP: 6%; M1AAP inhibition: 6%; ER stress rescue: -1.3%; XIAP displacement: -4.5%; Myeloid diff MLP: inactive; TNAP activators: 0.9; PMI inhibition: 8%; LYP inhibition: 0%; PMI inhibitors: -3%; Myeloid diff MLP GFP+ MAC1+ %: 5.2

Results for CCCCNc1nc(NC)nc(Cl)c1SC ?
P. falciparum M17LAP: 5%; M1AAP inhibition: 8%; XIAP displacement: -0.5%; Myeloid diff MLP: inactive; TNAP activators: 1.1; PMI inhibition: 10%; LYP inhibition: -3%; PMI inhibitors: 0%; Myeloid diff MLP GFP+ MAC1+ %: 0.3

How did Cc1cc(Nc2cccc([N+](=O)[O-])c2)c2ccccc2n1 do in these assays?
P. falciparum M17LAP: 9%; M1AAP inhibition: 3%; ER stress rescue: -0.8%; XIAP displacement: -2.8%; Myeloid diff MLP: inactive; TNAP activators: 1; PMI inhibition: -2%; LYP inhibition: -1%; PMI inhibitors: 0%; Myeloid diff MLP GFP+ MAC1+ %: 0.0

Not a retest: entries from further up.
Results for CCCCNc1nc(NC)nc(Cl)c1SC ?
P. falciparum M17LAP: 5%; M1AAP inhibition: 8%; XIAP displacement: -0.5%; Myeloid diff MLP: inactive; TNAP activators: 1.1; PMI inhibition: 10%; LYP inhibition: -3%; PMI inhibitors: 0%; Myeloid diff MLP GFP+ MAC1+ %: 0.3

How did Cc1cc(Nc2cccc([N+](=O)[O-])c2)c2ccccc2n1 do in these assays?
P. falciparum M17LAP: 9%; M1AAP inhibition: 3%; ER stress rescue: -0.8%; XIAP displacement: -2.8%; Myeloid diff MLP: inactive; TNAP activators: 1; PMI inhibition: -2%; LYP inhibition: -1%; PMI inhibitors: 0%; Myeloid diff MLP GFP+ MAC1+ %: 0.0

Further records:
How did Cc1cc(C)c(C)c(S(=O)(=O)N2CCN(c3ccc(O)cc3)CC2)c1C do in these assays?
P. falciparum M17LAP: 1%; M1AAP inhibition: 11%; ER stress rescue: 1.3%; XIAP displacement: -6.0%; Myeloid diff MLP: inactive; TNAP activators: 1; PMI inhibition: 24%; LYP inhibition: 1%; PMI inhibitors: 25%; Myeloid diff MLP GFP+ MAC1+ %: 0.9

What do the screens show for `NC(=O)SC/C(=N\S(=O)(=O)c1ccccc1)Nc1ccccc1`?
P. falciparum M17LAP: 51%; M1AAP inhibition: 9%; ER stress rescue: -0.1%; XIAP displacement: -5.7%; Myeloid diff MLP: inactive; TNAP activators: 1.3; PMI inhibition: -1%; LYP inhibition: -3%; PMI inhibitors: -4%; Myeloid diff MLP GFP+ MAC1+ %: 0.9

Results for CCOC(=O)CCc1c(C)c(C#N)c2nc3ccccc3n2c1-n1ccnc1 ?
P. falciparum M17LAP: 12%; M1AAP inhibition: 4%; ER stress rescue: -3.1%; XIAP displacement: -4.1%; Myeloid diff MLP: inactive; TNAP activators: 1.1; PMI inhibition: -4%; LYP inhibition: -8%; PMI inhibitors: 0%; Myeloid diff MLP GFP+ MAC1+ %: 1.2

What do the screens show for `CCOc1ccc(CNC(=O)C2CCN(S(=O)(=O)CC)CC2)cc1OC`?
P. falciparum M17LAP: 1%; M1AAP inhibition: -2%; ER stress rescue: -1.2%; XIAP displacement: -0.5%; Myeloid diff MLP: inactive; TNAP activators: 1.1; PMI inhibition: 5%; LYP inhibition: -6%; PMI inhibitors: 8%; Myeloid diff MLP GFP+ MAC1+ %: 2.4

How did COc1ccc(CCNC(=O)C(NS(=O)(=O)c2ccc3c(c2)CCN3C(C)=O)C(C)C)cc1OC (stereo not drawn) do in these assays?
P. falciparum M17LAP: -5%; M1AAP inhibition: -4%; ER stress rescue: -4.5%; XIAP displacement: -4.1%; TNAP activators: 1; PMI inhibition: -12%; LYP inhibition: -15%; PMI inhibitors: -23%

Results for CNc1oc(C)nc1S(=O)(=O)c1ccc(C)cc1 ?
P. falciparum M17LAP: -3%; M1AAP inhibition: -3%; ER stress rescue: -0.5%; XIAP displacement: 0.7%; Myeloid diff MLP: inactive; TNAP activators: 1.1; PMI inhibition: -45%; LYP inhibition: -5%; PMI inhibitors: -25%; Myeloid diff MLP GFP+ MAC1+ %: 0.7
